# High-throughput results as filed in PubChem BioAssay.
# D3 ag – agonists of human D3 dopamine receptor | 0.58% of 410,000 active | P35462 | max activation, % | D3R DiscoveRx beta-arrestin cells, luminescence, 90 min | AID 652048; in the data active = max activation above about 30%; note: 0% is about no effect; mostly tested at two doses, the higher about 12 µM
# Target sequence (P35462 whole entry, looked up): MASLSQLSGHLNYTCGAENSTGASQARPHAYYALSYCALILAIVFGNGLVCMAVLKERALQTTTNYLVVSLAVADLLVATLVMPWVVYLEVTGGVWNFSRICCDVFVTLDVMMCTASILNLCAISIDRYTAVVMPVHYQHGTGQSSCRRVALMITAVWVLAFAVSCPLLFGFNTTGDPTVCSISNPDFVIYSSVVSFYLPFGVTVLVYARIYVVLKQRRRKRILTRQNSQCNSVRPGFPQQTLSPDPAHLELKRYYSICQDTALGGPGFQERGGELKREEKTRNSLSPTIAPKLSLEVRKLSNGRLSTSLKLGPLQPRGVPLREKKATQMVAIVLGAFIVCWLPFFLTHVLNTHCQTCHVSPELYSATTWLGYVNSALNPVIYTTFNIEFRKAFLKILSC
#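 Cells at 1500/well, incubated overnight, then treated with pinned compounds (dopamine as control) for 90 min at 37 degrees C. DiscoveRx reagent added for 30 - 60 minutes at room temperature; luminescence read.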
# GLP1R cytotox – cytotoxic in the GLP-1 receptor inverse agonist counter-screen; Potency, µM (highest dose often 38.3 µM), without a hit: at the top dose activity change, negative = inhibition, most hits filed as inhibitors; HEK293 cAMP-luciferase reporter cells, luminescence, 24 h; AID 624418; 0.13% of 410,000 active;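 note: loss of luciferase light is scored as toxicity; potency is the fitted concentration of half-maximal effect; % is set by controls: 0 for no effect and ±100 for the full control effect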
#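 1536-well qHTS counterscreen of the MLSMR; 200 cells/uL, 12 h pre-incubation, 23 nL cpd, 24 h at 37 deg C 5% CO2, luciferase detection reagent, 12 min RT, luminescence. Inhibition = undesired.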
# HT1080-NT tox – kills 2HG-producing HT-1080-NT fibrosarcoma cells; HT-1080-NT fibrosarcoma viability, CellTiter-Glo ATP luminescence, 48 h; Potency, µM (titrated, usually from 46.1 µM), for inactives: at the highest dose activity, negative = less viability, usual class: cytotoxic; 1.6% of 360,000 active; AID 686970;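 note: NT is the 2HG producing partner of a matched IDH1 knockdown line; potency is the fitted concentration of half-maximal effect; 0% = DMSO-treated cells and -100% = media-only wells without cells; nearly all actives have a fitted effect of over 55% in size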
#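 Viability by CellTiter-Glo luminescence after 48 h compound exposure at 37C of HT-1080-NT cells (750/well, RPMI, 5% FBS). % activity scaled between DMSO wells and medium-only wells, then curve-fitted and categorized by curve class.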
# SW480 rerep – DNA re-replication induction in SW480 cells; SW480 DNA re-replication, Hoechst DNA content imaging, 48 h; Potency, µM (titrated, usually from 46.1 µM), inactives show at the highest dose re-replication activation, most hits filed as activators; 1.8% of 340,000 active; note: potency is the fitted concentration of half-maximal effect; % of control where 0% means no effect; nearly all actives have a fitted effect of over 55% in size
#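 Per well, 250 cells were exposed to pinned compound for 48 hr. Nuclear DNA was visualised with Hoechst (40 min, 37 C) and total object intensity recorded by fluorescence scanning.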
# HT1080 IDH1KD tx – toxicity to HT-1080 IDH1 knockdown cells (counter line) | HT-1080 IDH1 knockdown viability, ATP luminescence, 48 h | Potency, µM (series often up to 46.1 µM), inactives show at the top dose activity, negative = toxicity, most hits filed as cytotoxic | 2% of 360,000 active;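 note: potency is the fitted concentration of half-maximal effect; 0% = DMSO wells and -100% = cell-free medium wells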
#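 After a 2 h attachment period, IDH1KD HT-1080 cells took pin-transferred compound for 48 h at 37 °C; ATP-based luminescence after 10 min room-temperature reagent incubation reported viability.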
# IL-1B inflam inh – inflammasome signaling inhibition, IL-1 beta readout; AID 743279; THP-1 LPS/ATP IL-1B secretion, AlphaLISA, 16 h; hits give low values; 4.7% of 360,000 active; activity change, % at 57.5 µM; in the data active = activity change below about -50%; inconclusive = mostly about -30% to -49%; note: % is set by controls: 0 for no effect and ±100 for the full control effect
#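 Secreted IL-1B measured by AlphaLISA bead assay after 16 h compound exposure of THP-1 cells; compounds (final up to 57.5 uM) added 1 h before LPS (250 ng/mL) and ATP (1.25 mM) stimulation; lower signal means less secretion.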
# MCF10A rerep – inducers of DNA re-replication in MCF 10A breast cells. AID 624296. MCF 10A DNA re-replication, Hoechst nuclear intensity, 48 h. Potency, µM (series often up to 46.1 µM), for the others: at the highest dose activity, positive = re-replication, actives largely listed as activators. 2.9% of 350,000 active; note: potency is the fitted concentration of half-maximal effect; % of control where 0% means no effect; nearly all actives have a fitted effect of over 50% in size
# KB-3-1 cytotox – KB-3-1 parental cell cytotoxicity; KB-3-1 viability, CellTiter-Glo ATP luminescence, 72 h; Potency, µM (top dose mostly 46.1 µM), inactives show at the top dose activity change, negative = cytotoxic, actives largely listed as cytotoxic; 1.4% of 400,000 active; AID 1347075; note: potency is the fitted concentration of half-maximal effect; % is set by controls: 0 for no effect and ±100 for the full control effect; nearly all actives have a fitted effect of over 60% in size
#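 KB-3-1 parental drug-naive adenocarcinoma cells in DMEM/10% FBS, incubated 72 h at 37 C with pin-transferred compounds across a concentration series. Viability by CellTiter-Glo luminescence; concentration-response curves fitted after normalization.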
# KB-V1 cytotox – kills drug-selected multidrug resistant KB-V1 cells | KB-V1 MDR cells viability, CellTiter-Glo, 72 h | Potency, µM (series often up to 46.1 µM), for inactives: top-dose activity change, negative = cytotoxicity, most hits filed as cytotoxic | 3.4% of 400,000 active | AID 1347076; note: potency is the fitted concentration of half-maximal effect; % is set by controls: 0 for no effect and ±100 for the full control effect; nearly all actives have a fitted effect of over 60% in size
#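 Cytotoxicity toward P-gp-expressing KB-V1 cells was determined as loss of CellTiter-Glo luminescence after 72 h at 37 degrees C. Compounds were tested in quantitative HTS format across a concentration range, with curves fitted to normalized data.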
# * hit, by the source's call; ? = inconclusive; / = no result given; [ ] = remark or other dose. Unless noted, calls come from the whole dose curve; as a rule, active = well fitted curve in the direction sought with a large enough effect; inconclusive = small, poorly fitted or top-dose-only effect, or another doubt; inactive = no such curve, though single readings can be large; an effect the other way counts as inactive or inconclusive. An unsorted share of the library; about 11% have a hit in one of these screens.
molecule,D3 ag,GLP1R cytotox,HT1080-NT tox,SW480 rerep,HT1080 IDH1KD tx,IL-1B inflam inh,MCF10A rerep,KB-3-1 cytotox,KB-V1 cytotox
O=C(NC(=S)Nc1cccc2ncccc12)c1ccco1,-3,14%,5%,-12%,-3%,-11,?,-7%,-2%
CCSc1nnc(CNc2ccc(F)cc2)n1CC1CCCO1 (stereo not drawn),3,-12%,12%,2%,16%,-18,2%,1%,-1%
COc1ccc(OC)c(N(CC(=O)NCCSC2CCCCC2)S(=O)(=O)c2ccccc2)c1,1,-10%,3%,17%,0%,9,16%,/,/
CCCC(=O)Nc1sc(C)c(C)c1C#N,3,11%,-1%,-11%,12%,7,0%,5%,-16%
Cn1c(=O)c2c(nc(Sc3nc4ccccc4n3CC(=O)N3CCCCC3)n2C)n(C)c1=O,-10,11%,0%,-2%,-1%,-6,2%,10%,5%
COC(=O)C1CCN(C(=O)COC(=O)C2CCN(S(=O)(=O)c3c(Cl)cccc3Cl)CC2)CC1,-3,-15%,1%,-1%,1%,6,-1%,22%,?
COc1ccc(Oc2nc(-c3ccncc3)nc3ccccc23)cc1,20,9%,?,0%[9.22 µM],1%,-6,4%,3%,-9%
CC1CN(c2nnnn2-c2ccccc2)CC(C)O1 (stereo not drawn),8,-28%,11%,0%[9.22 µM],3%,9,-2%,10%,13%
C=CCOc1ccc(/C=C/C(=O)OCC(=O)NCc2cccc(OC)c2)cc1,9,-3%,-2%,9%,-6%,0,?,7%,0%
Cc1ccc(C(=O)c2oc3ccccc3c2NC(=O)Cc2coc3ccc(C)cc23)cc1,2,18%,/,/,/,/,/,-6%,-17%
CCc1ccc(NC(=O)CSC2=Nc3ccccc3C3=NC(CC(=O)NCc4ccccc4)C(=O)N23)cc1 (stereo not drawn),-10,2%,/,/,/,/,/,5%,18%
COc1ccc(N2CCN(C(=O)c3ccccc3N(C)S(=O)(=O)c3ccccc3)CC2)cc1,5,-7%,0%,-7%,2%,12,-3%,/,/
CSc1ccc(NC(=O)C2CCN(c3ncccn3)CC2)cc1,6,3%,/,/,/,/,/,-7%,5%
N#Cc1ccc(OCCN2CCc3ccccc3C2)cc1,2,2%,-1%,?,-4%,-9,?,-23%,-27%
CCCCCCc1ccc(N2C[C@H](C)[C@@H](CC(=O)NCc3ccccc3)C2=O)cc1,0,2%,-10%,-5%,0%,2,2%,-13%,13%
Cc1ccc(-n2nc(C)c3c(C)cc(=O)n(CC(=O)Nc4cccc(C)c4C)c32)cc1,-18,6%,/,/,/,/,/,-8%,19%
Cc1ccc(NCc2ccccc2-c2nnc(-c3ccccc3Cl)o2)c(C)c1,11,4%,/,/,/,/,/,-5%,-5%
CN(Cc1ccc(F)cc1)S(=O)(=O)c1ccc2[nH]c(=O)[nH]c2c1,1,-12%,3%,/,0%,-5,/,-8%,-3%
O=CNc1cc(-c2ccc(C(=O)NC3CC3)cc2)cn2c(-c3ccccc3)cnc12,-19,-11%,6.5µM*,/,5.8µM*,?,/,?,?
CCN(CC)S(=O)(=O)c1ccc(-c2nnc(SCc3nnc(-c4ccc(C)cc4)o3)n2CC)cc1,2,-5%,4%,-7%,0%,-14,-3%,-10%,5%
COc1ccc(S(=O)(=O)N2CCC(C(=O)NCc3ccncc3)CC2)cc1,15,0%,15%,-23%,13%,-1,-1%,2%,?
Cc1sc2nc(SCC(=O)Nc3ccccc3F)[nH]c(=O)c2c1C,5,2%,9%,-6%,17%,16,-2%,-18%,0%
O=C(NC1CCCC1)C(c1ccc(O)cc1)N(CC1CCCO1)C(=O)C1COc2ccccc2O1 (stereo not drawn),1,-11%,-8%,13%,12%[9.24 µM],-29,0%,6%,-2%
Cc1ccc(Nc2nc(C)cc(C)c2C(N)=O)cc1,3,-9%,0%,-42%[inhibitor],-2%,19,-9%,-3%,1%
OC1(c2cccnc2)CCN(Cc2nnnn2C2CCCCC2)CC1,-1,-13%,15%,-3%,2%,23,-17%,29%,27%
CN(C)c1nc(OCCNC(=O)Nc2ccccc2)nc(N2CCCCC2)n1,9,-7%[0.307 µM],-19%,0%,-10%,-20,0%,28%,?
CC(=O)c1cccc(NC(=O)c2ccc(Cl)c(S(=O)(=O)N3CCOCC3)c2)c1,6,-1%,/,/,/,/,/,-10%,-12%
COc1ccc2cc(-c3cc(C(=O)OCC(=O)NC4CCS(=O)(=O)C4)c4ccccc4n3)ccc2c1 (stereo not drawn),1,455%[activator],?,?,10µM*,-19,7.3µM*,-1%,-7%
COc1ccc2[nH]cc(C(=O)CN3CCN(C4CCCCC4)CC3)c2c1,-17,-3%,7%,-5%,3%,0,3%,3%,10%
CC1CN(C(=O)/C=C/c2ccc3c(c2)OCO3)CC(C)O1 (stereo not drawn),4,7%,0%,-4%,2%,-21,3%,-2%,7%
C=C(C)Cn1c(C2CC(=O)N(Cc3ccccc3)C2)nc2ccccc21 (stereo not drawn),-7,8%,-4%,-6%,-7%,-21,8%,6%,6%
Nc1c(-c2ccccc2)c(CN2CCOCC2)nn1-c1ccc(C(=O)O)cc1,1,-3%,?,-5%,15%,11,12%,0%,-4%
COc1ccc(C(=O)NCCn2cc(SCc3cc(C)ccc3C)c3ccccc32)cc1,6,-29%,/,/,/,/,/,?,?
CC(C)NC(=O)NC(=O)CSc1nnc(-c2ccccc2F)n1N,-5,-2%,3%,-53%[inhibitor],5%,0,?,2%,-11%
Cc1cccc(NC(=O)CN(CC2CCCO2)C(=O)c2oc3ccc(F)cc3c2C)c1C (stereo not drawn),2,-8%,2%,-1%,-10%,-17,16%,7%,5.2µM*
Cc1ccc(Oc2nnc(-c3cccs3)c3ccccc23)cc1C,-1,-20%,?,2%,?,-23,?,-2%,?
Cc1ccc(OCc2ccc(-c3ccccc3)cc2)c([N+](=O)[O-])n1,5,-9%,-21%,-11%,-15%,-19,-11%,-3%,?
C(#Cc1ccccc1)C[N+]1(CC#Cc2cccc3ccccc23)CCOCC1,-5,-22%,?,-8%,?,-84*,2%,?,23%
CCc1nnc(NC(=O)C(CC)c2ccccc2)s1 (stereo not drawn),-7,11%,1%,5%,5%,10,3%,4%,-13%
Cc1ccc(NC(=S)N2CCC(NC(=O)c3ccco3)CC2)cc1C,-6,2%,1%,1%,0%,2,-35%[inhibitor],4%,-17%

# A second format for some results above.
# Values run as follows: D3 ag, GLP1R cytotox, HT1080-NT tox, SW480 rerep, HT1080 IDH1KD tx, IL-1B inflam inh, MCF10A rerep, KB-3-1 cytotox, KB-V1 cytotox
- CCc1nnc(NC(=O)C(CC)c2ccccc2)s1 (stereo not drawn)
  -7, 11%, 1%, 5%, 5%, 10, 3%, 4%, -13%
- Cc1ccc(NC(=S)N2CCC(NC(=O)c3ccco3)CC2)cc1C
  -6, 2%, 1%, 1%, 0%, 2, -35%[inhibitor], 4%, -17%

# Remaining list, next part:
molecule,D3 ag,GLP1R cytotox,HT1080-NT tox,SW480 rerep,HT1080 IDH1KD tx,IL-1B inflam inh,MCF10A rerep,KB-3-1 cytotox,KB-V1 cytotox
CC1C(=O)N2CCCc3cc(NC(=O)C(=O)NCc4ccc5c(c4)OCO5)cc1c32 (stereo not drawn),-3,-4%,-3%,5%,-24%,50,?,?,-25%
Cc1ccc(CNC(=O)CCCC(=O)O)cc1,23,-11%,2%,-9%,-4%,26,-4%,1%,21%
COC(C[C@H]1O[C@H]1[C@H](O)[C@H](C)OCc1ccccc1)OC,37*,5%,7%,-24%,7%,12,3%,2%,-5%
CCc1cccc(CC)c1NC(=O)CN1CCN(S(=O)(=O)c2ccccc2)CC1,9,8%,1%,1%,-1%,-3,-1%,/,/
CC(=O)NCCCc1nc2ccccc2n1Cc1ccccc1F,2,-2%,0%,-4%,6%,11,3%,-5%,-3%
N/C(COc1ccc(C(=O)O)cc1)=N\O,5,-12%,19%,-2%,19%,40,10%,0%,23%
CN(C(=O)COC(=O)c1ccc(C(C)(C)C)cc1)C1CCS(=O)(=O)C1 (stereo not drawn),10,12%,4%,-5%,2%,2,-2%,1%,15%
Cc1c(O)cc2c(c1O)C(=O)CC(c1ccccc1)O2 (stereo not drawn),-7,-18%,?,7%,23µM*,63,?,?,-19%
Cn1c(Cn2c(=O)sc3ccccc32)nnc1SCC(=O)NC1CCCCC1,2,3%,19%,3%,2%,-11,-1%,15%,?
COc1ccc(C2CC(=O)N(CC(=O)Nc3cc(C)ccc3C)c3ccccc3S2)cc1 (stereo not drawn),2,-6%,/,/,/,/,/,1%,-14%
COc1ccc(CN2C[C@@H](CO)O[C@@H](n3cnc4c(N(C)C)ncnc43)C2)cc1,3,-6%,17%,/,1%,2,/,0%,-3%
Cc1ccc(NC(=O)CN2CCc3ccccc3C2)cc1F,-36,0%,-2%,-1%,-2%,4,-32%[inhibitor],2%,3%
CCOC(=O)N1CCC(NC(=O)C2=CCN(S(=O)(=O)c3ccc(F)cc3)CC2)CC1,9,-24%,4%,-6%,9%,10,0%,12%,-21%
COc1ccc(NC(=O)C2OC3OC(C)(C)OC3C3OC(C)(C)OC23)cc1 (stereo not drawn),3,-3%,1%,13%,9%,-25,-6%,-4%,12%
COCCCn1c(=S)[nH]c2sc3c(c2c1=O)CCCC3,5,-13%,-26%,?,-18%,75,11%,0%,?
O=C(Cn1cnc2ccccc2c1=O)NCCC(=O)Nc1ccccc1C(F)(F)F,-10,17%,3%,-8%,20%,17,0%,-4%,21%
Cc1cccc(N2CCN(C(=O)c3cccc(S(=O)(=O)N4CCc5ccccc5C4)c3)CC2C)c1 (stereo not drawn),12,-5%,-5%,20%,-16%,-9,-1%,0%,2.6µM*
